Compound activity (PubChem BioAssay)
PLCg1 inh: inhibitors of human phospholipase C gamma1; P19174; purified PLC-gamma1, fluorogenic substrate, fluorescence; inhibition, % at 12.2 µM; 370,000 tested, 0.84% active; AID 720700; in the data active = inhibition above about 9.5%
DAX1 inh-1: inhibits human nuclear receptor DAX1. P51843. HEK293 Gal4-DAX1 luciferase reporter, luminescence. 340,000 tested, 0.99% active. AID 504766. inhibition, % at 6.75 µM;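 active = inhibition above the mean over all tested compounds plus 3 SD, cut at about 4.2% in these data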;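 also: 0% = DAX1-transfected cells with DMSO and 100% = empty-vector control cells with DMSO; inhibition shows as a rise in luminescence from relieved DAX1 repression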
DAX1 inh-2: DAX1 (NR0B1) inhibition, primary screen; AID 652010; inhibition, % at 6.8 µM; 370,000 tested, 1.1% active; HEK293T StAR-luciferase reporter, SF-1/DAX-1 repression relief;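 active = inhibition above the mean over all tested compounds plus 3 SD, cut at about 3.6% in these data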;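 also: 0% = DAX-1 cells with DMSO and 100% = cells lacking DAX-1 with DMSO; higher inhibition means more luminescence from relief of DAX-1 repression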
FXN GAA850 act: frataxin GAA850 promoter activation; HEK293 lucGAA850 FXN promoter luciferase reporter, 24 h; percent of 10 µM SAHA response; activation, % at 6 µM; 360,000 tested, 0.56% active; AID 540364;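 active = activation above the average of all compounds screened plus 3 SD, cutoff fixed separately per campaign, cut at about 7.5% in these data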;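 also: 0% = DMSO wells and 100% = 10 µM SAHA wells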
hgDAF-12 ag: agonists of H. glycines DAF-12 nuclear receptor | HEK293 GAL4-hgDAF12 UAS-luciferase reporter, agonist luminescence; normalized to butyrate control | activation, % at 6.8 µM | 370,000 tested, 1.8% active | AID 687014;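 active = activation above a cutoff set at the mean of all screened compounds plus 3 SD, cut at about 10% in these data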;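 also: 0% = DMSO wells and 100% = sodium butyrate wells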
ssDAF12 agonist: activates DAF-12 receptor from parasite S. stercoralis. HEK293 ssDAF-12/GRIP1 lit1-tk-luc reporter, luminescence; % of 3 µM dafachronic acid response. AID 652126. 370,000 tested, 1% active. activation, % at 6.8 µM;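 active = activation above the mean over all tested compounds plus 3 SD, cut at about 0.9% in these data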;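 also: 0% = DMSO-only wells and 100% = 3 µM delta7-dafachronic acid wells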
PLCb3 inh: blocks human PLC-beta3 enzyme activity; Q01970; inhibition, % at 12.2 µM; AID 720704; 370,000 tested, 0.18% active; Purified PLC-beta3, fluorogenic substrate, fluorescence; in the data active = inhibition above about 11%;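 also: 0% = median of compound wells on plate and 100% = full blocker control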
ADAM17 inh: inhibits human ADAM17; 370,000 tested, 0.83% active; P78536; recombinant ADAM17, EDANS/DABCYL FRET peptide cleavage; inhibition, % at 6.95 µM; AID 720648;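 active = inhibition above the mean of compounds lying between control limits plus 3 SD, set per campaign, cut at about 8.5% in these data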;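 also: 0% = DMSO-only wells as the low control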
hcDAF-12 act: H. contortus DAF-12 activation, primary screen; activation, % at 6.8 µM; HEK293 hcDAF-12 lit1-tk-luc reporter, luminescence; 0% DMSO, 100% Δ7-dafachronic acid; 370,000 tested, 1.4% active;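 active = activation above the mean of all tested compounds plus 3 SD, cut at about 5.5% in these data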;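 also: 100% = response to 3 µM Δ7-dafachronic acid high control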
ADAM10 inh: inhibitors of human ADAM10 | O14672 | recombinant ADAM10, EDANS/DABCYL FRET peptide cleavage, 3 h | inhibition, % at 7 µM | 370,000 tested, 0.62% active;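 active = inhibition above a per-campaign cutoff equal to the mean of compounds falling between control-based bounds plus 3 SD, cut at about 20% in these data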;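 also: 0% = DMSO wells while the 100% control is not disclosed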
Target sequence (O14672 214-748 limits assumed): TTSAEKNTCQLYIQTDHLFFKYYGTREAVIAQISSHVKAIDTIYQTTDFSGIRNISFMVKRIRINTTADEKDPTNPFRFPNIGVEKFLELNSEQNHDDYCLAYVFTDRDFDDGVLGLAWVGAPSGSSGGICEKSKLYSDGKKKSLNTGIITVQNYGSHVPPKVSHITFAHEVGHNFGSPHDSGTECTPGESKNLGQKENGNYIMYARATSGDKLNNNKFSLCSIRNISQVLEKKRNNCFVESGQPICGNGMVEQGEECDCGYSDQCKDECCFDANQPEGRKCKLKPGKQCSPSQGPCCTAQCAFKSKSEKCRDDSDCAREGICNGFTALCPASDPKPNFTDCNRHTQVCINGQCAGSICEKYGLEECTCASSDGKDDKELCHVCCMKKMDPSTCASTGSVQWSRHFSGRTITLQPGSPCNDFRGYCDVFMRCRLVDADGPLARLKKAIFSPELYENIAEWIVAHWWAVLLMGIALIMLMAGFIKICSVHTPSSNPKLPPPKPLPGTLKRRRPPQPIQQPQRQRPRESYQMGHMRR
HGIII-sPLA2 inh: Blocks human group III sPLA2 activity. Q9NZ20. QFRET BODIPY PC-A2 liposome hydrolysis, fluorescence. inhibition, % at 12.2 µM. 370,000 tested, 0.56% active;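 active = inhibition above mean plus 3 SD of compounds lying within the high and low control bounds, cut at about 19% in these data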;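 also: 0% = median of test compound wells and 100% = no enzyme DMSO wells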
Target sequence (Q9NZ20 whole entry, looked up): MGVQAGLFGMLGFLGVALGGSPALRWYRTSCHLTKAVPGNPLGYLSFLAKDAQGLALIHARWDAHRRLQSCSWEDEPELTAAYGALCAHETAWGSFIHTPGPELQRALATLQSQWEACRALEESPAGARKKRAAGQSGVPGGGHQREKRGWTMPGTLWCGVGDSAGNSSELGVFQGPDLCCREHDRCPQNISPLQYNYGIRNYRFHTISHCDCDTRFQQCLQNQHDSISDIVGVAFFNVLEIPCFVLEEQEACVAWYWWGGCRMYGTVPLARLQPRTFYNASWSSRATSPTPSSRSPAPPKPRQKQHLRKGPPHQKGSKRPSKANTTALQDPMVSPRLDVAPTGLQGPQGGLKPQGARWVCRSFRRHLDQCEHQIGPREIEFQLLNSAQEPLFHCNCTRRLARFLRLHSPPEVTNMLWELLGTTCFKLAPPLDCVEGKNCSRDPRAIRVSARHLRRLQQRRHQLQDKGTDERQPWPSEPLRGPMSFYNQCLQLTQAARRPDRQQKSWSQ
An asterisk follows results filed as active; x = no result given. Rows are unselected (roughly 6.9% active in at least one column).

SMILES | PLCg1 inh | DAX1 inh-1 | DAX1 inh-2 | FXN GAA850 act | hgDAF-12 ag | ssDAF12 agonist | PLCb3 inh | ADAM17 inh | hcDAF-12 act | ADAM10 inh | HGIII-sPLA2 inh
O=C(Cn1cnc2ccccc2c1=O)Nc1nc2ccccc2s1 | -3.7 | 0.8 | 0.1 | 2.1 | 3.5 | 0.2 | 0.1 | -5.0 | 2.0 | -9.2 | 0.9
COC(C[C@H]1O[C@@H]1[C@H](O)COCc1ccccc1)OC | 1.5 | 1.1 | -0.1 | 2.0 | 2.2 | -1.7 | 2.0 | -4.8 | 2.1 | -7.1 | 5.6
COC(=O)CC1Oc2ccccc2N(Cc2ccc(C)cc2)C1=O (centres undefined) | -0.1 | -0.9 | -0.5 | -0.6 | -1.2 | -1.4 | 0.3 | 1.0 | -1.3 | 6.0 | -2.6
COc1ccc(-n2nc(C(=O)NCC(=O)N(C)Cc3ccccc3)c3ccccc3c2=O)c(OC)c1 | -0.2 | -0.5 | -0.5 | -0.3 | -1.0 | -0.7 | -4.1 | -1.6 | -2.4 | -7.4 | 5.8
COc1ccc(C(=O)N2CCc3[nH]nc(-c4ccccc4)c3C2)cc1 | 1.6 | -0.6 | -2.0 | 0.0 | -1.7 | -1.5 | -5.8 | 1.2 | -2.7 | 5.9 | -0.7
Cc1ccc(S(=O)(=O)N(c2cccc(C(F)(F)F)c2)C2C=CS(=O)(=O)C2)cc1 (centres undefined) | -0.2 | -0.8 | 0.4 | -3.1 | -2.1 | -1.0 | 0.8 | -0.8 | -1.6 | 1.2 | -13.5
Cc1nnsc1C(=O)NC1CCCc2c1cnn2-c1cc(F)cc(F)c1 (centres undefined) | -0.9 | -0.5 | -1.2 | 0.6 | 2.0 | -0.9 | -2.9 | -2.4 | -0.7 | -6.0 | -4.3
CC1CCCN(c2nc3nonc3nc2N2CCCC(C)C2)C1 (centres undefined) | 3.0 | -0.4 | 0.2 | 0.5 | -2.4 | -1.0 | 0.1 | -3.8 | -0.9 | -3.2 | -3.3
O=c1[nH]c(=O)n(C(c2ccccc2)c2ccccc2)cc1Br | 0.1 | 0.4 | -0.1 | -0.1 | 3.7 | -1.9 | -0.4 | 2.2 | -0.7 | 8.1 | -8.9
CCOc1ccc(CN2CCN(Cc3ccsc3)C(CCO)C2)cc1CO (centres undefined) | -1.8 | -0.3 | -0.2 | 1.2 | 1.2 | -1.1 | -1.4 | -2.5 | 0.7 | 1.9 | 4.6
COc1cc(/C=C2\SC(=O)N(CC(=O)Nc3ccc(C)cc3)C2=O)cc(Cl)c1OCC(=O)O | -4.0 | 3.3 | -0.1 | 1.1 | 2.1 | -0.4 | -8.8 | 0.8 | -0.3 | -0.9 | -5.2
Cc1cc(N2C(=O)C(O)=C(C(=O)c3cc4ccccc4o3)C2c2cccc(Br)c2)no1 (centres undefined) | -28.1 | -0.2 | 0.4 | -0.5 | 1.0 | -0.2 | -56.2 | -3.3 | 4.7 | 6.3 | -21.7
O=C1NC(=O)N(Cc2ccccc2)C1=O | 1.6 | 0.6 | -0.3 | 0.3 | 0.6 | -1.4 | -2.5 | -1.5 | -1.6 | 0.1 | 1.0
COc1ccc(NC(=S)NNC(=S)Nc2cccc(C(F)(F)F)c2)cc1 | 5.0 | 2.3 | -0.6 | 1.8 | 1.5 | -1.8 | -0.9 | 7.7 | -0.6 | 19.7 | 8.7
COCCOC(=O)c1c(C)n(C)c2ccc(OC(=O)c3ccco3)cc12 | -1.2 | -0.5 | 0.2 | 1.8 | -1.1 | -0.7 | 2.7 | -1.3 | -2.3 | 3.3 | 4.0
O=C(COC(=O)Cn1[nH]c(=O)c2ccccc2c1=O)Nc1ncc(Cl)cc1Cl | -12.8 | 0.0 | 0.4 | 1.6 | 0.5 | -0.6 | -18.2 | 2.2 | 1.6 | -18.5 | -0.4
O=C(NCCCn1ccnc1)C(=O)NCC(c1cccnc1)N1CCN(c2ccccc2)CC1 (centres undefined) | -0.1 | 0.0 | 1.1 | 1.9 | -0.6 | -1.4 | -1.9 | 3.2 | 1.0 | -4.0 | -4.3
NCCc1ccn[nH]1 | -0.2 | -1.2 | 0.1 | 3.8 | 1.9 | -1.1 | 2.7 | -5.2 | 1.3 | -16.6 | 14.2
O=C(NCCCN1CCOCC1)C(=O)NCc1ccccc1Cl | -1.2 | -0.4 | 1.9 | 0.6 | -1.3 | -1.5 | 1.6 | -4.1 | -1.8 | -4.6 | 1.9
CCOC(=O)c1sc2cc([N+](=O)[O-])cc(SCC(=O)OC)c2c1N | -5.7 | 0.6 | 0.1 | -2.1 | 0.6 | -0.1 | -14.6 | -1.7 | -1.3 | -4.4 | 3.1
COc1ccccc1C1(CCN=Cc2ccc(N(C)C)cc2)CCOC(C)(C)C1 (centres undefined) | 4.2 | 1.4 | -0.2 | -0.5 | -0.1 | -0.5 | -7.5 | -6.5 | -1.6 | -0.8 | 14.7
COc1cc(-c2ccc3cc(OC)c(OC)c(OC)c3c2)cc(OC)c1OC | -23.6 | -1.4 | -1.8 | -0.8 | -1.0 | -1.1 | -26.1 | -38.7 | -1.1 | -143.4 | -14.5
Cc1c(NC(=O)c2cccc(NC(=O)C(C)Oc3ccccc3)c2)c(=O)n(-c2ccccc2)n1C (centres undefined) | -0.8 | -0.9 | -1.0 | 1.6 | -2.7 | -0.4 | -1.3 | -2.2 | -0.6 | -12.8 | -8.9
Cc1ccccc1CSc1nnnn1-c1ccc(C(N)=O)cc1 | 5.2 | 0.1 | -0.1 | 1.8 | -0.3 | -1.5 | -2.6 | 3.9 | 0.1 | -1.3 | -5.5
CCOc1ccc(C(CC(=O)O)n2cnnn2)cc1OC (centres undefined) | 2.9 | 0.2 | 0.5 | 0.9 | -1.1 | -0.6 | -2.2 | 1.4 | -1.0 | 1.6 | 0.7
COc1ccc(C(C#N)CC(=O)c2ccc(OC)c(OCc3ccccc3)c2)cc1OC (centres undefined) | -21.9 | -1.0 | -2.4 | -1.2 | -2.9 | -1.6 | -25.1 | -3.9 | -2.0 | -12.6 | -10.9
Fc1ccc(COc2ccc(Cl)cc2/C=N/Nc2nc(N3CCCC3)nc(N3CCCC3)n2)cc1 | 0.1 | -0.8 | 0.0 | -0.7 | -0.7 | -1.8 | -1.1 | 1.4 | -1.7 | 5.2 | 2.9
CCNc1ccc(C(=O)OCC(=O)c2cc(C)n(Cc3ccc4c(c3)OCO4)c2C)cc1[N+](=O)[O-] | 4.0 | 1.6 | -0.5 | 0.5 | -3.2 | -1.1 | -3.2 | -6.1 | -0.7 | -4.8 | 5.6
Cc1ccc(CSCc2ccc(C(=O)NC3CC3)o2)cc1 | -1.6 | -0.9 | -0.8 | -0.9 | -0.8 | -1.5 | -9.1 | -3.3 | -2.4 | -3.1 | 1.1
O=C(NCc1ccc(Cl)cc1)c1ccc(-c2ccc(F)c(F)c2)c2ccoc12 | 0.5 | x | -1.2 | -0.8 | -1.6 | -1.6 | 2.7 | -2.0 | -0.5 | -5.6 | 5.2
COC(=O)[C@H](Cc1ccccc1)NC(=O)NCc1ccccc1OC | 0.4 | -0.2 | 0.9 | 0.1 | -2.3 | -1.4 | 6.4 | -1.5 | -1.2 | -3.6 | -1.8
COCCNC(=O)CN1C(=O)CSc2ccc(S(=O)(=O)N3CCOCC3)cc21 | 2.1 | 0.2 | -0.8 | 0.3 | 0.0 | -1.5 | -6.2 | -0.7 | -0.6 | 9.2 | 3.4
Cc1c(C(=O)NC2CCCc3ccccc32)oc2ccc(S(=O)(=O)N3CCOCC3)cc12 (centres undefined) | -1.1 | 5.8* | -0.5 | 0.3 | -1.4 | -1.5 | 4.8 | -3.7 | -1.0 | -12.8 | -1.1
Clc1ccc(OCCCN2CCc3ccccc3C2)c(Br)c1 | 0.6 | -0.2 | -0.3 | 0.6 | 1.9 | -0.1 | -3.0 | -1.0 | 3.0 | -1.8 | 3.8
CCSc1nnc(NC(=O)c2cc3c(s2)CCCC3)s1 | -4.5 | -0.8 | -0.2 | 3.2 | 1.2 | -0.6 | -20.3 | -1.2 | 0.2 | -7.0 | -4.9
O=C(Nc1cc(Oc2ccccc2)cc([N+](=O)[O-])c1)C12CC3CC(C1)CC(n1cnc(Cl)n1)(C3)C2 | 5.7 | -0.3 | -0.7 | -3.2 | 6.9 | -0.8 | 8.8 | 9.7* | -0.4 | 21.9* | -22.2
O=C(O)c1[nH]c2ccccc2c1C(c1cc(Br)ccc1O)c1c(C(=O)O)[nH]c2ccccc12 | 7.2 | 0.6 | -0.2 | 1.4 | 0.5 | 0.6 | -16.5 | 1.5 | 7.1* | 3.1 | -138.2
OCC1(CCc2ccccc2)CCN(Cc2cc(F)ccc2-n2cccn2)CC1 | 0.8 | 2.0 | 0.1 | 0.8 | 2.3 | -0.6 | -8.5 | -3.9 | -0.1 | 1.1 | 2.3
CC(C)(C)Cc1nnc(NC(=O)c2ccc([N+](=O)[O-])cc2)s1 | 2.1 | 0.0 | 0.4 | 2.0 | 1.1 | -1.1 | 1.5 | -3.8 | -0.8 | -9.4 | 1.0
Cc1ccc(CNC(=O)CCC(=O)n2ncc3cc(C)ccc32)cc1 | 1.2 | -0.2 | 0.5 | 1.3 | 0.4 | -0.7 | 2.9 | 2.2 | -1.7 | -6.2 | 3.9
O=C(CCCCCN1C(=O)c2ccccc2C1=O)Nc1nccs1 | -0.6 | 0.3 | 0.3 | 0.0 | 0.8 | -1.5 | -0.1 | -0.1 | -0.7 | 0.6 | 4.0
CC(=O)Nc1ccc(S(=O)(=O)Oc2cccc(/C=C3\SC(N)=NC3=O)c2)cc1 | 1.3 | 1.2 | -0.4 | 1.6 | 2.9 | -0.7 | -1.6 | -3.4 | -0.7 | -3.4 | -17.6
Cc1ccc(C(C(=O)NC2CCCCC2)N(Cc2ccco2)C(=O)C2COc3ccccc3O2)o1 (centres undefined) | 9.6* | -0.3 | 0.0 | 4.1 | 0.6 | -1.2 | -3.5 | -3.5 | 1.2 | 3.5 | 1.1
O=C(Cn1nc(Cc2cccnc2)c2ccccc2c1=O)NCC1COc2ccccc2O1 (centres undefined) | 1.2 | 2.2 | -0.3 | -1.4 | -2.2 | -0.7 | 5.3 | -0.1 | -1.1 | -3.2 | -2.0
CCOc1ccc(NC(=O)COC(=O)CCC(=O)c2cccs2)cc1 | -6.2 | 0.6 | -1.1 | 1.9 | -0.2 | -1.1 | -12.3 | -1.4 | -1.3 | -5.2 | 3.0
